Vif inh: HIV Vif inhibition. HEK293T cells, Vif self-association by quenched fluorescence, imaging, 24 h. inhibition, % at 7.49 µM. actives 0.35% (n = 340,000); in the data active means inhibition above about 50%, passing the limit was not always enough; further: some results filed as inactive read as strong as hits
LMP1 NFkB inh: reduces LMP1-driven NF-kappaB luciferase signal. LMP1-induced NF-kappaB luciferase reporter cells, luminescence. inhibition, % at 12.5 µM. actives 0.69% (n = 350,000); in the data active means inhibition above about 41%;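 further: 0% = neutral control wells and 100% = reference inhibitor control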
NR5A2 inv ag: suppresses constitutive activity of human LRH-1 | O00482 | HEK293T StAR-luciferase reporter, LRH-1 transfected, 24 h | inhibition, % at 3.6 µM | actives 0.13% (n = 360,000);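 active means inhibition above the mean inhibition of all tested compounds plus 3 SD, cut at about 73% in these data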;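 further: 0% = DMSO wells and 100% = reporter-only cells lacking LRH-1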
NOD2-RIPK2 inh: blocks binding of human NOD2 to RIPK2. O43353. CHO BLA complementation NOD2-RIPK2, CCF4 ratio. inhibition, % at 4.98 µM. actives 0.38% (n = 360,000); in the data active means inhibition above about 21%;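 further: 0% = vehicle only and 100% = reference blocker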
Target sequence (O43353 whole entry, looked up): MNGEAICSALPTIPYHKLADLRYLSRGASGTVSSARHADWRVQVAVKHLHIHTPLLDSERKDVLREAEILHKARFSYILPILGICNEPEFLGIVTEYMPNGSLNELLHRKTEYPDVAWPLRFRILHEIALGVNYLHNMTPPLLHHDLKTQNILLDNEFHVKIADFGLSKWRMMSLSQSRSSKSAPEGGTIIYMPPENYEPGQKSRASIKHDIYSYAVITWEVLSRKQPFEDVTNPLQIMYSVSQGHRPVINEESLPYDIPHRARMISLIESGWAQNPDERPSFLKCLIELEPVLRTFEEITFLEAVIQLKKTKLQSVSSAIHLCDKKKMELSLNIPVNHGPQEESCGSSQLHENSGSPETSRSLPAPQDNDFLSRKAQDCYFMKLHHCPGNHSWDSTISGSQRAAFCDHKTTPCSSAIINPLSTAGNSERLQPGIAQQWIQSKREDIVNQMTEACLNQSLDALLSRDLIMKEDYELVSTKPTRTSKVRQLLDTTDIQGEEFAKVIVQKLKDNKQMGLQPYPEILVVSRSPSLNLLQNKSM
COUP-TFII inh: NR2F2 (human) inhibition, primary screen; P24468; HEK293T NGFI-A luciferase reporter, luminescence; inhibition, % at 8.6 µM; actives 0.7% (n = 370,000); AID 686940;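 active means inhibition above a per-plate cutoff, mean inhibition of test wells between control levels plus 3 SD, cut at about 38% in these data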;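 further: cells cotransfected with COUP-TFII expression vector driving the NGFI-A reporter; 0% = median of COUP-TF2 test wells and 100% = reporter-only cells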
Target sequence (P24468 whole entry, looked up): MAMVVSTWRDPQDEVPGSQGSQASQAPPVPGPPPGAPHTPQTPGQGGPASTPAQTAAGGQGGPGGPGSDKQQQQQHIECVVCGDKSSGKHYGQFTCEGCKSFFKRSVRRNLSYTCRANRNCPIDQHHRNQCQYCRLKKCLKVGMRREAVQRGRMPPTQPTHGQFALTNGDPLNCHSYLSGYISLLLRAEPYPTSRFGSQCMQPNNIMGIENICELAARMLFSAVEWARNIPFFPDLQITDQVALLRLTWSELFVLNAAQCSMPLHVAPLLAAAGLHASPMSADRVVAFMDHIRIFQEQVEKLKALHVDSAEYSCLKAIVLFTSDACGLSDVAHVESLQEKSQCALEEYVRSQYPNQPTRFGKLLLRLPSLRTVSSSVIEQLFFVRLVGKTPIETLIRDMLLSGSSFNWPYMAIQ
NCOA1 inh: human NCOA1 inhibition | Q15788 | HEK293 GAL4-SRC1 luciferase reporter, luminescence | inhibition, % at 3.6 µM | actives 0.12% (n = 360,000) | AID 588354;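 active means inhibition above the campaign mean plus 3 SD, with each screening campaign given its own cutoff, cut at about 60% in these data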;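 further: 0% = DMSO treated cells and 100% = gossypol at 36 µM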
SRC3 inh: inhibitors of human steroid receptor coactivator 3 (SRC3); actives 0.17% (n = 360,000); HEK293 GAL4-SRC3 luciferase reporter, luminescence; inhibition, % at 3.6 µM; Q9Y6Q9; AID 588352;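 active means inhibition above a per-campaign cutoff, the mean of all compounds plus 3 SD, cut at about 60% in these data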;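 further: 0% = DMSO-treated cells and 100% = gossypol-treated cells at 36 µM; higher means less SRC3-driven luciferase light from the GAL4 reporter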
NCOA2 inhibitor: human SRC2 (NCOA2) inhibition | Q15596 | HEK293 GAL4-SRC2 luciferase reporter, luminescence | inhibition, % at 9 µM | actives 0.17% (n = 370,000);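 active means inhibition above the mean inhibition of all tested compounds plus 3 SD, set per campaign, cut at about 52% in these data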;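 further: 0% = DMSO treated cells and 100% = cells given Gossypol at 36 µM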
C8 TRAIL sens: caspase-8 TRAIL sensitization | NB7+C8 cells + TRAIL, ATPlite viability luminescence | inhibition (viability loss, TRAIL sensitization), % at 10 µM | actives 1% (n = 360,000) | AID 624354;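 active means compounds causing at least 50% loss of cell viability in the single-dose screen, relative to plate controls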
TLR9-MyD88 block: inhibitors of human TLR9-MyD88 binding; inhibition, % at 4.98 µM; CHO BLA complementation TLR9-MyD88, CCF4 FRET ratio; actives 0.21% (n = 340,000);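 active means inhibition above the mean over all tested compounds plus 3 SD, cut at about 21% in these data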;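 further: 0% = DMSO only wells and 100% = clavulanate BLA inhibitor control wells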
TROY NFkB inh: blocks TROY-dependent signaling in reporter cells | Q293 LMP1-TROYcd NF-kB luciferase reporter, 4 h | inhibition, % at 10 µM | actives 0.98% (n = 360,000) | AID 1347056;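 active means compounds whose plate-normalised and pattern-corrected inhibition of the luciferase reporter signal at the single screening dose is 50% or more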
Active calls of the source: *; / = not tested or not shown.

SMILES	Vif inh	LMP1 NFkB inh	NR5A2 inv ag	NOD2-RIPK2 inh	COUP-TFII inh	NCOA1 inh	SRC3 inh	NCOA2 inhibitor	C8 TRAIL sens	TLR9-MyD88 block	TROY NFkB inh
Cc1c(NC(=O)Nc2cccc(C(F)(F)F)c2)c(=O)n(-c2ccccc2)n1C	2	0	18	-2	-2	4	18	-7	-24	3	-3
C/C(=N\NC(=S)NC1CCCCC1)c1cccc(C(F)(F)F)c1	0	0	2	-12	-18	7	17	-1	-10	0	-24
Cc1ccc(S(=O)(=O)N2CCN(c3cnn(-c4ccccc4)c(=O)c3Cl)CC2)cc1	2	14	14	-4	-3	8	7	-6	-2	-6	11
COC(=O)Cc1ccc(NC(=S)N2CCN(C(=O)C3CCCO3)CC2)cc1 (centres undefined)	0	-2	11	-7	-2	-3	17	-2	-5	3	-1
O=C1CCCc2cc3c(cc21)CC1(C3)Cc2cc3c(cc2C1)C(=O)CCC3	4	20	-1	-3	6	-8	-8	10	19	-1	61*
COc1ccc(OCC(=O)NCCS(=O)(=O)N2CCN(c3ccc(F)cc3)CC2)cc1	2	-2	18	-30	7	10	-6	4	4	2	-25
CC(=O)c1c(C)[nH]c(C(=O)NNC(=O)COc2cc(C)cc(C)c2)c1C	-15	-2	-1	-6	16	0	12	10	-6	-6	-1
CCC(C)NC(=O)COC(=O)c1ccccc1OCC(=O)Nc1ccc(Br)cc1 (centres undefined)	9	5	-6	-1	-4	5	-5	-29	12	-7	-10
O=C(Cn1ncc(Cl)c(Cl)c1=O)N1CCN(S(=O)(=O)c2ccc3ccccc3c2)CC1	-4	14	3	50*	-7	-30	-9	-33	-1	11	67*
Cc1cccc(OC(C)C(=O)Nc2ccc3c(c2)OCCO3)c1 (centres undefined)	6	-6	41	3	-8	6	-17	3	-7	7	10
O=C1OCCC1Sc1nnnn1-c1ccccc1 (centres undefined)	/	4	18	-4	0	-4	5	-6	-4	7	-7
COc1ccc(S(=O)(=O)Nc2cccc3c2O[C@H](CN(C)Cc2ccc(C(=O)O)cc2)[C@@H](C)CN([C@H](C)CO)C3=O)cc1	2	-5	-5	18	17	-12	-12	-4	10	-7	8
O=C(Nc1cccc(C(F)(F)F)c1)c1cc[n+]([O-])cc1	8	-2	-10	-7	15	-10	-6	-4	7	-1	-17
O=C(Cc1coc2ccc3ccccc3c12)N1CCN(c2ncccn2)CC1	-5	-14	-5	5	5	-9	14	-6	0	-5	8
Cc1ccc([C@@H]2C[C@H]3[C@@H](CN2S(=O)(=O)c2ccc(Cl)cc2)C(=O)C[C@@H](c2ccccc2)N3S(=O)(=O)c2ccc(C)cc2)cc1	0	-1	7	5	10	-8	4	-10	-24	-32	6

Profiles, looked up by structure. Screens in order: Vif inh, LMP1 NFkB inh, NR5A2 inv ag, NOD2-RIPK2 inh, COUP-TFII inh, NCOA1 inh, SRC3 inh, NCOA2 inhibitor, C8 TRAIL sens, TLR9-MyD88 block, TROY NFkB inh
C/C(=N\NC(=S)NC1CCCCC1)c1cccc(C(F)(F)F)c1 across the screens: 0, 0, 2, -12, -18, 7, 17, -1, -10, 0, -24
COc1ccc(S(=O)(=O)Nc2cccc3c2O[C@H](CN(C)Cc2ccc(C(=O)O)cc2)[C@@H](C)CN([C@H](C)CO)C3=O)cc1 across the screens: 2, -5, -5, 18, 17, -12, -12, -4, 10, -7, 8

The list continues:
SMILES	Vif inh	LMP1 NFkB inh	NR5A2 inv ag	NOD2-RIPK2 inh	COUP-TFII inh	NCOA1 inh	SRC3 inh	NCOA2 inhibitor	C8 TRAIL sens	TLR9-MyD88 block	TROY NFkB inh
CCOn1c(=O)c(-c2cccs2)[n+]([O-])c2ccccc21	6	-7	2	-4	-12	-6	-4	-3	-6	-5	3
Cc1ccc(Oc2ccccc2)c(NC=O)c1	3	-3	-2	1	13	-1	8	-2	-14	-6	-25
CCOC(=O)C1(C)CCCCCN1C(=O)/C=C/c1ccccc1 (centres undefined)	-5	/	-13	-2	8	-14	-6	15	-8	/	7
O=C(Nc1cccc(F)c1)c1ccco1	31	-6	-35	-9	-10	-52	-19	-9	-3	1	-11
CCc1n[nH]c2c1/C(=N/O)CCC2	4	-2	11	12	13	19	9	4	-3	-9	14
O=C(COC(=O)/C=C/c1nc2ccccc2s1)Nc1ccccc1Oc1ccccc1	-1	-13	10	-12	-17	-8	-4	-11	7	-6	-1
CC1CCCC(NC(=O)CN(C)S(=O)(=O)c2cnc[nH]2)C1C (centres undefined)	14	11	-10	0	3	1	12	3	-5	5	12
COc1ccccc1N1CCN(C(=O)C2C3C=CC4(CN(Cc5ccccc5Cl)C(=O)C24)O3)CC1 (centres undefined)	-3	-3	-8	-7	14	11	9	1	3	5	14
Cn1c(C=O)c(-c2ccc3c(c2)OCCO3)c2ccccc21	-5	6	-12	-4	10	-6	13	0	-13	1	-8
Cc1oc(-c2cccs2)nc1CS(=O)CC(=O)NC1CCCCCC1 (centres undefined)	1	-9	4	-11	-1	-5	-55	-12	-3	4	-13
COc1ccc(CNC(=O)CCC(=O)c2ccccc2)cc1	-2	-6	10	-2	9	-12	-12	28	17	4	-10
Cc1cc(Cl)ccc1OCC(=O)N/N=C/c1ccc(OC2OC(CO)C(O)C(O)C2O)cc1 (centres undefined)	1	4	-8	4	21	14	5	14	-2	-2	8
CCCCNC(=S)NC(=O)c1ccc(Cl)cc1Cl	-3	-23	-12	-3	6	-6	-12	-9	-9	-3	-68
CCCCCCN1CCN(C2CN(Cc3cn(CCCCCC)nn3)S(=O)(=O)C2)CC1 (centres undefined)	/	/	12	2	5	/	/	-26	4	/	-2
COc1ccccc1-n1c(SCC(=O)NC2CCS(=O)(=O)C2)nc2ccccc2c1=O (centres undefined)	-6	-2	20	-1	6	9	4	8	-24	-10	-10
Cc1ccc(S(=O)(=O)Nc2cccc(C(=O)NCCCn3ccnc3)c2)cc1F	23	-4	-5	-7	5	5	10	7	12	3	-13
c1ccc(-c2noc(-c3cccc4ccccc34)n2)cc1	/	-89	-18	5	-24	-78	-104	-61	9	-4	-43
O=C(Cc1sc(-c2ccccc2Cl)nc1-c1ccccc1)Nc1ccc(F)cc1	-6	-1	-18	-7	-9	-14	-6	-9	6	6	22
NC(=O)CC1(c2ccccc2)CCCCC1	9	-1	-10	-11	-7	-9	-9	5	-21	4	-16
CCOC(=O)N1CCN(C(=O)c2ccc(Cn3c(=S)[nH]c4ccc(Br)cc4c3=O)cc2)CC1	-12	51*	9	8	14	9	3	-2	53*	9	59*
Cc1nn(-c2ccc(Cl)cc2)c(=O)c2c(C)noc12	36	5	0	0	22	-1	9	-13	-26	-4	-11
Cc1cc(NC(=O)c2ccccc2Cl)no1	-5	-6	-76	-9	-36	-66	-52	-14	15	-8	-65
CC1CCN(C(=O)C2CCCN(S(C)(=O)=O)C2)CC1 (centres undefined)	1	-4	-11	-16	6	12	8	-11	-3	-1	-1
O=C(Cc1cccs1)NC1(C(=O)NC2CCCC2)CCCCC1	-18	4	-9	-5	18	3	1	-8	-10	-13	16
O=C(OCCN1CCCCC1)c1cccc(Cl)c1	6	4	-18	-2	-7	10	-15	-12	4	-2	-5
O=C(Nc1ccc2c(c1)OCO2)Nc1ccc2c(c1)OCO2	-2	-21	-82	-11	-31	-87	-117	-17	23	-3	-41
Cc1ccc(NS(=O)(=O)c2cc(C(=O)NCCCN(C)C)ccc2Cl)cc1Cl	1	1	15	3	-12	-9	7	-29	-5	-2	-21
Cc1ccc(-n2cnc3c(sc4nccc(N(C)C)c43)c2=O)cc1	-16	16	-53	-11	9	13	24	26	9	6	-2
COc1cc2c(cc1OC)C(c1cccs1)CC(=O)N2 (centres undefined)	10	4	6	-10	-7	2	13	-29	16	-7	-7
CN1CCN(/N=C/c2nc(-c3ccccc3)n3ccccc23)CC1	3	-9	15	-7	-9	-19	-8	-20	-9	15	-37
COC(=O)C1=C(CSCc2ccco2)NC(=O)NC1c1cc(C)ccc1C (centres undefined)	4	-1	8	1	7	-26	-3	10	19	-6	19
CCc1nnc(NC(=O)COC(=O)c2cc(OC)cc(OC)c2)s1	8	-2	-23	-12	-7	2	-5	-10	-16	0	-8
CCOC(=O)c1c(C)[nH]c(C(=O)OCC(=O)NC(C)C)c1C	13	-3	-11	-1	/	-9	-22	/	7	-6	-9
Cc1nc2cc(-c3ccccc3)nn2c(C)c1CCC(=O)NC(C)c1ccc2c(c1)OCCO2 (centres undefined)	4	-15	10	1	9	-6	-15	8	-7	5	-17
CN(CC(=O)Nc1ccc(F)cc1)C(=O)COC(=O)c1cc([N+](=O)[O-])ccc1N1CCOCC1	-8	0	7	-8	/	7	3	/	-2	-3	-6
O=C(NCCN1CCN(c2cccc(Cl)c2)CC1)C1CCCN(S(=O)(=O)c2cnc[nH]2)C1 (centres undefined)	1	3	24	15	14	-21	-21	4	-1	3	-7
CC(=O)c1ccc(NC(=O)CCn2c(=O)oc3ccccc32)cc1	11	4	5	3	-7	-24	3	18	9	-1	-3
CC(C)C(=O)NC(C)C(c1cccs1)N1CCN(C)CC1 (centres undefined)	-2	-4	-3	2	8	-8	4	1	6	-7	13
CN1CC=C2C(C#N)=C(N)C(C#N)(C#N)[C@H](c3cccc(Cl)c3)C2C1 (some centres undefined)	/	0	14	-4	26	-5	26	11	-14	-12	8
Cc1ccccc1-c1nc(CS(=O)CC(=O)NCCCN(C)c2ccccc2)c(C)o1 (centres undefined)	12	0	-9	0	-8	-22	13	7	-9	-1	-1
Cc1ccc(C)c2[nH]c(=O)c(CN(Cc3ccco3)C(=S)NCC3CCCO3)cc12 (centres undefined)	5	10	2	-1	-2	-16	-5	12	0	1	9
COc1cccc(NC(=S)N2CCC(C(=O)c3ccc(F)cc3)CC2)c1	-1	8	-7	-2	25	6	-7	2	-1	11	3
CC12CCC(=O)C=C1CCC1C2CCC2(C)C1CC1C3C(=O)N(Cc4ccccc4)C(=O)C3CC(=O)C12 (centres undefined)	5	-3	-11	10	0	0	-1	3	-9	1	14
CC(=O)N/C(=C\c1ccccc1)C(=O)OC(C)C(=O)NCc1ccccc1 (centres undefined)	0	-2	11	-2	-11	-9	6	-14	-10	-3	-2
COC(=O)c1ccc(/C=N/OCC(=O)NC2CCCCCCC2)cc1	/	5	-3	6	-13	-4	13	-26	7	-13	6
O=C(CN1C(=O)COc2ccccc21)N1CCc2ccccc2C1	-5	3	-9	-15	-12	-34	-51	13	4	-14	10
COCCCNC(=O)COc1ccc(S(=O)(=O)Nc2ccccc2)cc1	3	-8	16	-8	-8	4	-4	-3	13	-7	-10
CCc1ccc(C(=O)CN2C(=O)NC3(CCCCCC3)C2=O)cc1	-5	-43	-38	5	-38	-55	-80	-48	8	-5	-82
N#CCC(=O)N/N=C/c1cn(Cc2ccccc2C#N)c2ccccc12	7	-7	-6	-6	12	-17	6	19	-21	2	0
COc1ccc(OC)c(-n2cnc3cc(C(=O)O)ccc32)c1	18	-1	2	-3	10	-9	7	1	-8	-4	-1
CC1CC(C)CN(S(=O)(=O)c2ccc(NC(=O)[C@@H]3CCCN3C(=O)c3cccs3)cc2)C1 (some centres undefined)	-2	1	-2	-4	4	8	-3	14	-7	-2	0
O=S1(=O)NC2CCCCCN2c2ccc(F)cc21 (centres undefined)	-4	2	-20	-7	-13	-3	16	-15	6	2	-5

Source: PubChem (several laboratories)

A portion of the library; count on the stated rates, not on these rows.
